TcdB GH inh = inhibitors of Clostridioides difficile toxin B glycohydrolase; P18177; AID 652162; TcdB glycohydrolase enzymatic assay, plate reader; hit rate 0.24% among 350,000; inhibition, % at 9.99 µM; in the data active = inhibition above about 10%
CCHF vOTU inh = CCHFV vOTU protease inhibition | Pep-AMC fluorescence | inhibition, % at 11.5 µM | hit rate 0.55% among 370,000 | AID 651958; in the data active = inhibition above about 30%; note: 0% = vehicle wells with enzyme and 100% = no enzyme wells
BoNT-A LC inh2 = blocks Botulinum neurotoxin A light chain protease | AID 588499 | hit rate 0.17% among 360,000 | inhibition, % at 10 µM | multiplex microsphere protease substrate cleavage, flow cytometry; note: plate controls were buffer without enzyme for full effect and enzyme alone for no effect
Anthrax LF prot = anthrax lethal factor protease inhibition | inhibition, % at 10 µM | P15917 | hit rate 0.12% among 360,000 | multiplex microsphere protease cleavage assay, LF; note: plate controls were buffer without enzyme for full effect and enzyme alone for no effect
PfHsp40 rescue = rescue of PfHsp40-mediated yeast toxicity. hit rate 0.68% among 340,000. growth rescue, % at 12.5 µM. S. cerevisiae expressing PfHsp40, growth rescue, ATP luminescence; in the data active = growth rescue above about 28%, passing the limit was not always enough; inconclusive = no clear call, values can overlap the other calls;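 note: yeast W303a lacking pdr1 and pdr3 grown in galactose medium; growth measured after three days at 30 °C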
BoNT F protease = blocks Botulinum neurotoxin F light chain protease. AID 588497. inhibition, % at 10 µM. Multiplex microsphere protease cleavage assay, flow cytometry. hit rate 0.22% among 360,000; in the data active = inhibition above about 35%, passing the limit was not always enough; inconclusive = no clear call, values can overlap the other calls; note: plate controls were buffer without enzyme for full effect and enzyme alone for no effect
FadD28 FP inh = M. tuberculosis FadD28 bisubstrate binding inhibition; FadD28 bisubstrate probe binding, fluorescence polarization; inhibition, % at 12.5 µM; hit rate 0.22% among 360,000; AID 588549; in the data active = inhibition above about 8.5%, passing the limit was not always enough; inconclusive = no clear call, values can overlap the other calls
Yp Topo-I inh = Y. pestis Topo-I inhibition via cleavage products. activity, % at 10 µM. AID 504884. Y. pestis Topo-I cleavage product accumulation, plate reader. hit rate 0.064% among 360,000; in the data active = activity above about 50%, passing the limit was not always enough; inconclusive = no clear call, values can overlap the other calls; note: inactives centre near 2
PrPC TRFRET = cell surface PrPC inhibition, primary TR-FRET screen | P04156 | TR-FRET read-out | inhibition, % at 13.8 µM | hit rate 0.43% among 370,000 | AID 720596; in the data active = inhibition above about 24%; note: 0% = median of the test wells and 100% = reference compound wells
* marks the source's active call; other numbers are inactive results; ? = inconclusive; . = no result given; & = joins results of further samples. Cut-off read from the data, not from the text of the source, unless noted: active = inhibition above about 30%; inconclusive = no clear call, values can overlap the other calls; inactive = below that. This is a random part of the collection; 2.3% or so of the library scored in one or more.

SMILES	TcdB GH inh	CCHF vOTU inh	BoNT-A LC inh2	Anthrax LF prot	PfHsp40 rescue	BoNT F protease	FadD28 FP inh	Yp Topo-I inh	PrPC TRFRET
COc1ccc(CC(=O)NC2CC2)cc1OC	-1.6	-18.1	-0.8	2.3	-0.7	26.3	1.0	-13.8	-3.0
COC(=O)C1=C[C@@H](C(=O)OC)[C@@H]2C3=C(C(=O)[C@]2(C)NC(=O)c2ccccc2)[C@H](C)n2c(=O)n(C)c(=O)n2[C@@H]3C1	11.2*	-1.2	0.3	-1.8	-2.1	-9.5	-2.8	-9.6	4.0
COc1ccc(NS(=O)(=O)c2ccc(-c3ccccn3)s2)cc1	1.6	4.5	-0.2	-0.2	.	-13.6	-1.5	-1.0	9.6
CC1C(OC(=O)CCC(=O)NC(C)(C)CO)O[C@H]2OC3(C)CC[C@H]4[C@H](C)CCC1C24OO3 (stereo not given in full)	0.7	-7.6	1.4	13.2	121.8*	-2.4	0.2	15.9	32.7*
COCCn1c(COc2ccc(Cl)cc2)nnc1SCC(N)=O	0.8	.	2.0	-1.3	1.1	3.2	-0.9	4.5	.
Cc1ccc(-n2nc(C)c(C(=O)Nc3cccc(C(=O)NC4CC4)c3)n2)c(C)c1	-3.0	11.6	-0.4	-4.9	-0.6	-8.0	-2.7	18.5	10.3
Cc1ccc(NC(=O)c2oc3ccccc3c2NC(=O)C2CC2)cc1	-0.1	5.2	-0.4	0.7	0.2	0.3	-3.4	8.9	1.8
Cn1c(SCC(=O)Nc2cccc(F)c2)nnc1-c1cc2ccccc2o1	.	-5.3	1.4	-4.1	1.1	?	-0.4	1.5	1.4
CCCCC1C(=O)CC[C@H]2[C@@H]1CC(=O)[C@@H]2C/C=C\CCCC(=O)O (stereo not given in full)	.	.	-0.4	3.2	2.1	-0.8	-2.1	3.9	.
Cc1ccc(/C=N/NC(=O)c2nnn(-c3nonc3N)c2CNc2ccccc2)cc1	-0.1	1.7	-1.5	1.7	-0.9	1.7	-4.8	-0.9	4.9
Oc1ccc(F)cc1-c1cc(-c2ccc3c(c2)OCCO3)n[nH]1	.	5.6	-0.4	-9.7	1.1	-2.7	-5.8	-17.5	-4.4
NC(=O)Nc1ccc(C(=O)OCC(=O)Nc2cccc(S(=O)(=O)NC3=NCCCCC3)c2)cc1	-4.1	-10.3	-1.4	-3.2	-0.2	3.1	-2.5	-5.2	1.8
COC(=O)c1cnc(SC)nc1C	.	-10.5	?	-0.5	1.1	0.0	-1.7	-0.7	3.8
O=C(Cn1nnc(-c2ccccc2)n1)N=Nc1c(O)[nH]c2ccccc12	.	-5.2	0.8	1.5	-2.1	6.3	-0.9	2.8	-0.5
COc1ccc(Cl)cc1NC(=O)COC(=O)C1=NNC(=O)CC1	0.0	-6.6	-0.2	-2.3	-1.5	-7.5	-1.2	-6.5	6.9
COc1ccc(-c2nnc(SCC(=O)NCC3CCCO3)n2C)cc1 (stereo not given)	4.5	-6.0	-0.3	-7.1	-0.9	-3.1	-3.4	5.4	-4.9
CCOC(=O)C1=NOC(CNC(=O)c2c(-c3ccccc3Cl)noc2C)C1 (stereo not given)	.	-0.9	0.2	-0.8	-0.8	-3.8	-2.0	-6.4	-5.6
COC1CCN(C(=O)c2cc(COc3cc(C)ccc3C)on2)CC1	1.6	8.1	-0.5	-6.8	.	2.0	-2.8	20.2	5.5
COc1cccc(N2CCN(c3ccc4nnc(CCC(=O)Nc5ncccc5C)n4n3)CC2)c1	1.3	7.4	-1.1	-0.7	0.9	-6.8	-1.0	9.6	2.3
COc1ccccc1NC(=O)Oc1ccc(NC(=O)c2ccco2)cc1	.	-1.5	-0.9	2.4	-0.7	-3.2	0.2	-0.5	2.1
CCCCN1C(=O)C(=O)N(CC(=O)c2cc(C)n(C3CC3)c2C)C1=O	0.4	2.2	0.4	-2.8	-0.7	-5.4	-0.2	7.1	-9.2
O=C(COc1ccc(Cl)cc1)NCc1nnc(SCC(=O)Nc2ccc(F)cc2F)o1	0.1	2.0	-0.6	0.8	-0.7	-2.7	-2.2	-7.7	-4.9
Cc1ccc(/C=C/S(=O)(=O)NCCC(=O)NCc2ccccc2F)cc1	0.5	-1.5	0.5	-3.4	0.8	-4.0	-4.7	20.6	-0.4
COc1cc2c(cc1OC)C(c1ccccc1)N(C(=O)c1ccccc1)CC2 (stereo not given)	-1.0	0.5	3.3	2.3	-0.6	?	-3.9	-2.6	-4.3
O=C(CSCc1ccccc1)N1CCN(Cc2ccc3c(c2)OCO3)CC1	.	-6.2	-1.5	-0.7	1.2	-36.5	-1.3	28.7	2.2

The final three records of the part above lead into the next.
SMILES	TcdB GH inh	CCHF vOTU inh	BoNT-A LC inh2	Anthrax LF prot	PfHsp40 rescue	BoNT F protease	FadD28 FP inh	Yp Topo-I inh	PrPC TRFRET
Cc1ccc(/C=C/S(=O)(=O)NCCC(=O)NCc2ccccc2F)cc1	0.5	-1.5	0.5	-3.4	0.8	-4.0	-4.7	20.6	-0.4
COc1cc2c(cc1OC)C(c1ccccc1)N(C(=O)c1ccccc1)CC2 (stereo not given)	-1.0	0.5	3.3	2.3	-0.6	?	-3.9	-2.6	-4.3
O=C(CSCc1ccccc1)N1CCN(Cc2ccc3c(c2)OCO3)CC1	.	-6.2	-1.5	-0.7	1.2	-36.5	-1.3	28.7	2.2
O=C(CN1CCN(c2ccccc2)CC1)Nc1ccccc1Sc1ccccc1	.	15.4	-1.3	-2.6	0.0	-5.6	-3.0	31.0	6.7
Cc1cc(C)n2nc(C(=O)N(C)c3c(N)n(Cc4ccccc4)c(=O)[nH]c3=O)nc2n1	0.2	11.0	-3.0	2.7	0.7	-3.1	-0.9	2.9	-8.1
Cc1ccc(C(=O)N/C(=C/c2ccco2)C(=O)OCN2C(=O)c3ccccc3C2=O)cc1	.	8.3	0.2	2.8	-2.2	-3.2	-0.6	3.8	-5.5
CC(=O)c1ccc(N(C(=O)Cn2nnc3ccccc32)C(C(=O)NC2CCCCC2)c2cn(C)nc2C)cc1 (stereo not given)	.	11.6	-1.0	-6.1	0.8	-2.4	-1.7	-6.7	3.1
CC(C)NC(=O)Cn1c(=O)n(CC(=O)N2CCCCC2)c(=O)c2sccc21	1.2	5.2	-2.0	-1.3	-0.4	-3.5	1.0	-4.0	0.5
Cc1cccc(OCCNc2cc(N3CCOCC3)ccc2[N+](=O)[O-])c1	0.5	6.3	-0.9	-5.5	7.9	-4.4	-4.7	0.4	-4.0
CCC(O)(C#CCN1CCCCC1)CC	-0.3	-7.7	-1.0	-1.6	-0.7	-3.2	-0.7	2.8	-2.9
N#Cc1sc2nc(-c3ccccc3)cc(C(F)(F)F)c2c1N	1.4	5.8	0.3	-2.9	-1.0	-1.7	-0.6	-0.7	3.5
Cc1ccc(NC(=O)CSc2nnc(NC3CC3)s2)cc1S(=O)(=O)N1CCOCC1	0.7	14.0	-0.1	-1.5	.	5.6	-1.9	15.6	6.7
O=S(=O)(NC1CCCCC1)c1cccc(-c2nnc(-c3ccccc3)o2)c1	.	7.6	2.7	-2.0	-0.3	4.4	-1.3	13.0	0.7
CCC(=O)N1CCN(c2ccc(NC(=O)c3ccc([N+](=O)[O-])o3)cc2Cl)CC1	3.6	2.5	0.2	-6.8	9.0	-0.6	1.7	-2.7	38.5*
Cc1ccc(NS(=O)(=O)c2ccc3c(c2)NC(=O)CO3)cc1	0.8	14.6	0.4	-1.2	2.0	-2.8	0.3	-10.4	2.4
O=C(COc1ccc(Cl)cc1Cl)Nc1nnc(C2=COCCO2)o1	1.8	3.9	-0.7	-4.2	-0.8	-8.4	1.0	-1.3	6.5
O=C(O)c1cccnc1SC1CC(=O)N(c2ccccc2)C1=O (stereo not given)	1.4	5.0	-0.5	-1.4	0.3	2.4	-0.7	6.3	6.8
CC1(C(=O)NCc2cccc(C(F)(F)F)c2)CCN1CCc1ccccc1 (stereo not given)	-0.3	31.5*	-2.2	-2.7	.	-15.4	-1.8	17.7	-7.6
Cc1cccnc1NC(=O)CCNC(=O)c1ccc(Cl)cc1	2.0	-4.8	-5.9	-1.1	-0.8	-7.3	-2.6	-3.7	2.6
CC(=O)c1cccc(NC(=O)c2ccc(NC(=O)CCS(=O)(=O)c3cccs3)cc2)c1	0.1	0.0	0.2	0.4	0.0	5.7	-10.0	-3.0	3.8
COc1ccc(CNS(=O)(=O)c2ccc(C)cc2)cc1	3.1	7.3	0.3	1.1	-0.9	2.2	-1.7	2.1	-0.6
O=C(COc1ccc(S(=O)(=O)N2CCCCC2)cc1Cl)N1CCOCC1	1.2	-0.2	-2.4	-4.4	0.8	-15.8	-1.5	-3.5	6.3
Cc1ccc(Cl)cc1N1CCN(S(C)(=O)=O)CC1	0.4	3.2	-0.5	-2.3	-1.5	-3.6	-1.3	5.9	1.1
Cc1ccc(C2NC(c3ccc(C)cc3)C(C)C(=NO)C2C)cc1 (stereo not given)	0.8	-0.7	-0.8	-2.8	2.9	-9.9	-4.0	1.7	3.5
O=C(O)CSc1nnc(-c2ccc(Cl)cc2Cl)n1-c1ccc(Br)cc1	-1.2	12.7	-2.0	9.8	1.0	-11.8	0.2	15.6	-1.3
CN(C)/C=N/c1c(C(=O)NCc2ccccc2)nnn1Cc1ccccc1	.	0.1	7.8	1.9	0.6	11.5	-2.7	7.5	-3.0
COc1ccccc1CC(=O)NCC(c1ccco1)N1CCCCC1 (stereo not given)	0.2	-5.1	-0.7	-11.4	-2.1	-5.6	0.9	11.0	1.4
CCn1c(SCC(=O)Nc2nc3ccccc3s2)nnc1-c1ccc(Br)cc1	.	5.4	-0.1	1.8	-0.3	-2.8	-1.1	15.7	-4.1
More entries follow:
SMILES	TcdB GH inh	CCHF vOTU inh	BoNT-A LC inh2	Anthrax LF prot	PfHsp40 rescue	BoNT F protease	FadD28 FP inh	Yp Topo-I inh	PrPC TRFRET
COC(=O)c1ccccc1NC1CC(=O)N(c2c(C)cccc2C)C1=O (stereo not given)	.	-47.6	-0.7	-2.0	1.1	-14.7	-2.3	-4.4	7.4
CN(C(=O)CCc1nnc(-c2ccc(-c3ccccc3)cc2)o1)C1CCOCC1	-0.6	-6.1	-0.8	-1.9	-0.5	2.0	-1.1	-8.1	3.8
CCCNC(=O)C1(C)CCCN(C(=O)c2ccccc2OC)C1 (stereo not given)	-0.2	-0.7	-0.1	5.8	.	-8.3	-1.0	-0.2	-4.2
CN1CCC(N(C)S(=O)(=O)c2ccc(NC(=O)COc3cccc(C(F)(F)F)c3)cc2)CC1	2.9	0.4	-1.3	2.6	-1.7	-3.2	-4.4	-19.5	-14.4
COc1cccc(CC(=O)NCC2COc3ccccc3O2)c1OC (stereo not given)	-0.2&-0.1	5.2	0.3	-1.5	0.3	4.6	0.2	2.4	2.6
COc1ccc(-c2csc(NC(=O)CSc3ccc(Br)cc3)n2)c(OC)c1	0.1	12.6	-0.5	0.7	-0.1	-4.2	-3.0	-5.5	2.4
C=CCn1c(=O)c2ccccc2n2c(SCc3nnc(-c4ccccc4Br)o3)nnc12	.	5.1	-0.3	-3.7	-0.7	-6.5	-4.5	2.4	0.2
O=C(NC(NC1CCS(=O)(=O)C1)C(Cl)(Cl)Cl)c1ccc(Br)cc1 (stereo not given)	.	-10.4	0.1	-4.4	-0.4	-0.8	-3.6	-12.2	4.5
CCOc1ccccc1N1CCN(CC(=O)Nc2ncc(C)s2)CC1	0.2	0.2	0.0	-16.2	1.5	?	-0.6	5.0	3.6
O=C(NCCC(=O)N1CCc2ccccc21)c1ccccc1Cl	0.0	-0.1	-0.8	4.0	-0.8	-0.2	0.6	5.1	-0.8
O=C(OCc1nnc(-c2ccccc2Br)o1)c1ccco1	1.6	9.9	-3.5	0.3	-0.3	-4.7	1.7	-5.3	-3.6
CCCc1c(C(=O)N/N=C/c2ccc(OC)c(OCc3ccccc3)c2)nnn1-c1nonc1N	0.9	-19.2	0.2	-0.3	0.6	5.1	-0.8	-2.8	3.1
O=c1c2ccccc2nc(-c2ccccc2)n1CCCn1ccnc1	.	9.1	1.4	0.5	-2.0	4.6	-4.3	-0.5	2.8

Compound activity: PubChem, several laboratories
